HSF-1 act: increases HSF-1 driven luciferase reporter signal. NIH3T3-HGL HSF-1 luciferase reporter, MG132, 8 h; 100% = twice DMSO control signal. activation, % at 9 µM. actives 1.7% (n = 300,000);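 active means mean replicate activation of at least 50% with a set share of replicates each reaching 50%; inconclusive means only one of those two conditions met; inactive means mean below 50% and too few replicates reaching it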;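 further: 0% = median of the neutral control wells and 100% = twice that signal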
HSP90 inh: HSP90 refolding inhibition in rabbit reticulocyte lysate; luciferase refolding luminescence, 3 h; inhibition, % at 5.6 µM; actives 0.91% (n = 290,000); AID 1789;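 active means inhibition above the screen-wide mean plus 3 SD, computed separately per campaign, cut at about 16% in these data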;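 further: 0% = DMSO wells and 100% = 60 µM geldanamycin wells; inhibitors lower the luminescence because luciferase stays unfolded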
GSK3 alpha inh: human GSK-3 alpha kinase inhibition; P49840; ADP-Glo luminescence, 60 min; inhibition, % at 10 µM; actives 0.1% (n = 320,000); AID 2650;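 in the data active means inhibition above about 50%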;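 further: GST-tagged GSK-3 alpha with peptide substrate and 25 µM ATP; 0% = DMSO neutral wells and 100% = GW8510 positive control wells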
Target sequence (P49840 whole entry, looked up): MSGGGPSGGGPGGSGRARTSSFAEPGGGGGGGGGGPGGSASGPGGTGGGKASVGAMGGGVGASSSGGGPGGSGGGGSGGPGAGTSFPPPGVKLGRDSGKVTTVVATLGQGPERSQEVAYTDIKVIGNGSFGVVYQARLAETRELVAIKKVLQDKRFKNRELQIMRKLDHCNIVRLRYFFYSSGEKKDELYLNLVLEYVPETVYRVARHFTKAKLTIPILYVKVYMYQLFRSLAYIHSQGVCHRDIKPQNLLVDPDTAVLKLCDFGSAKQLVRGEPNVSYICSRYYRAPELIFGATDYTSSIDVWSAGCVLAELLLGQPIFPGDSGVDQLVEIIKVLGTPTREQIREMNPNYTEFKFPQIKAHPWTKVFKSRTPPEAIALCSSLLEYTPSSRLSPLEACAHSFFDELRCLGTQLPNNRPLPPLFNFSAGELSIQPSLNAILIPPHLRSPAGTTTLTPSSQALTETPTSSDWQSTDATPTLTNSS
HSF1 inh: HSF1 inhibition. NIH3T3-HGL HSE-luciferase, MG132-induced, luminescence 8 h; stronger effect = lower value. activity change, negative = inhibition, % at 7.5 µM (by protocol). actives 0.77% (n = 300,000). AID 2098;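 active means more than half of replicate wells show activity change below -50%, luminescence cut by over half; inconclusive means some wells, but at most half, below -50%; inactive means no replicate well below -50%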;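 further: luciferase reports HSF-1 transcriptional activity via heat shock element; 0% = median of DMSO wells and -100% = zero luminescence signal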
KLF5 inhibitor: kruppel-like factor 5 inhibition. DLD-1 KLF5 promoter-luciferase reporter, luminescence. inhibition, % at 5 µM. actives 0.23% (n = 290,000);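 active means inhibition above a per-plate limit of that plate's mean compound inhibition plus 3 SD, cut at about 60% in these data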;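 further: 0% = DMSO wells and 100% = LY294002 at 200 µM; higher means less KLF5 promoter-driven luciferase light; inactives centre near -14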
DYRK1A inh: inhibitors of rat Dyrk1A kinase | AID 504441 | Q63470 | ADP-Glo luminescence, NFATc1 peptide | actives 0.43% (n = 310,000) | inhibition, % at 12.5 µM; in the data active means inhibition above about 50%;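 further: plate controls were vehicle with enzyme for no effect and no enzyme for full effect; many of its hits are not listed in these tables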
IEC-6 tox: IEC-6 cytotoxicity, counter-screen for KLF5 inhibitors; luminescence viability; inhibition, % at 5 µM; actives 0.78% (n = 290,000); AID 1825; in the data active means inhibition above about 22%;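 further: 0% = plate median of test compound wells and 100% = cytotoxic reference compound wells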
Platelet DG rel: modulates dense granule release in human platelets. human platelet-rich plasma, SFLLRN dense granule ATP release, luminescence. inhibition, %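 (compounds screened at 7.5 µM in platelet-rich plasma)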. actives 0.22% (n = 300,000). AID 1663;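 active means mean replicate score, as percent of positive control, at or above 50; inconclusive means mean below 50 but at least one replicate at or above 50; inactive means mean and every replicate below 50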
GSK3B inh: inhibitors of human GSK3beta kinase; P49841; GST-GSK3beta kinase, ADP-Glo luminescence, 60 min; stronger effect = lower value; activity score (negative = inhibition), % at 10 µM; actives 0.038% (n = 300,000); AID 2097;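 active means more than half of replicate wells score below -50%, meaning over 50% inhibition versus plate controls; inconclusive means some replicates but at most half score below -50%; inactive means no replicate scores below -50%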;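 further: 0% = median DMSO wells and -100% = median GW8510 positive control wells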
Target sequence (P49841 whole entry, looked up): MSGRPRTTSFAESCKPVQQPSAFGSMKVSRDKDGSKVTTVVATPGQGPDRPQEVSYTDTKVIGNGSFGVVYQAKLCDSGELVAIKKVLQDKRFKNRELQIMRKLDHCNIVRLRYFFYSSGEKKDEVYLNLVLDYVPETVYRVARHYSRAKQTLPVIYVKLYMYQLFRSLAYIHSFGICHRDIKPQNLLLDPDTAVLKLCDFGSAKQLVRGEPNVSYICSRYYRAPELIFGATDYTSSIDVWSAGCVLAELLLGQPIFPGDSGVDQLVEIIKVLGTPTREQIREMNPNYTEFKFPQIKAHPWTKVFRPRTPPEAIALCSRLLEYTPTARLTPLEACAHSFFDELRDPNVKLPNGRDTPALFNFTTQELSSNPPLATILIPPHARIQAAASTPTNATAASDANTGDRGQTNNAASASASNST
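Test system: GST-tagged human GSK3beta kinase, cell-free; evaluation: activity score scaled between in-plate DMSO and GW8510 controls; measured by: ADP-Glo luminescence; incubation: 60 min reaction, RT; benchmarks: DMSO and 20 µM GW8510; reagent: peptide substrate plus 25 µM ATP (final); medium: Tris/MgCl2 kinase buffer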
aSyn UTR inh: 5' untranslated region of α-synuclein, MLPCN primary screen; AID 1813; inhibition, % (tested at 7.5 µM); alpha-synuclein 5'UTR reporter, inhibitor activity; actives 0.82% (n = 300,000); in the data active means inhibition above about 60%; inconclusive means no clear call, values can overlap the other calls;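 further: H4 neuroglioblastoma cells stably carrying SNCA 5'UTR luciferase fusion; 0% = DMSO wells and 100% = positive control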
Starred values were filed as active, the others as inactive; ? = inconclusive; / = not tested or not shown. An excerpt (hit frequency here may not be typical).

SMILES | HSF-1 act | HSP90 inh | GSK3 alpha inh | HSF1 inh | KLF5 inhibitor | DYRK1A inh | IEC-6 tox | Platelet DG rel | GSK3B inh | aSyn UTR inh
COc1ccc(OC)c(CCNC(=O)CC2Oc3ccc(C)cc3NC2=O)c1 (stereo unspecified) | / | -1.2 | / | / | 21.2 | 11.7 | -1.2 | / | / | /
O=C(NCCOc1ccccc1)c1ccccc1Cl | 28.2 | 7.0 | -2.2 | 20.4 | -101.2 | 2.0 | -1.6 | -0.1 | 0.7 | -74.9
CCCCn1c(N)c(N(CC)C(=O)c2cc(S(=O)(=O)N3CCCCCC3)ccc2OC)c(=O)[nH]c1=O | -5.0 | / | -0.9 | -2.0 | / | 2.2 | / | 0.4 | -3.1 | -7.0
COc1ccc(OC)c(CC(NC(C)=O)C(=O)NC2CCN(c3cc(C)nc4ncnn34)CC2)c1 (stereo unspecified) | -2.8 | 4.1 | -2.5 | -8.7 | -5.3 | / | -5.6 | -1.6 | 1.3 | 9.0
CCOc1cccc(C(=O)Nc2ccc3ccccc3c2)c1 | 15.9 | 19.2* | 0.1 | 4.3 | -8.6 | 0.7 | -7.1 | -2.0 | 0.3 | 21.9
COc1ccccc1NC(=O)COC(=O)COc1cccc2c1OC(C)(C)C2 | -10.6 | / | -1.5 | 3.0 | / | -0.4 | / | -2.3 | 1.9 | -4.6
Cc1ccccc1CNC(=O)Nc1ccc(Cl)cc1 | ? | 1.5 | -2.9 | 27.2 | -97.6 | 3.1 | 5.6 | -0.1 | -3.2 | -110.2
COc1ccc(NC(=O)Nc2c(C)n(C)n(-c3ccccc3)c2=O)cc1 | 2.9 | -1.6 | -2.7 | 0.6 | -1.1 | 6.1 | -2.0 | -3.4 | -1.2 | -31.9
Cc1cc(-c2nnc(CCC(=O)NCCc3ccccc3F)o2)no1 | 15.3 | 1.1 | 4.4 | -2.4 | 0.1 | 11.4 | 7.8 | -3.4 | 3.1 | 3.4
[O-]C1=N/[N+](=C/c2ccc(Cl)c(Cl)c2)CC1 | 6.7 | 2.0 | 0.0 | -14.7 | -9.2 | 5.6 | 5.5 | -2.5 | 1.8 | 11.1
CCOC(=O)N1CCN(C(=O)c2oc3ccc(S(=O)(=O)N4CC(C)CC(C)C4)cc3c2C)CC1 (stereo unspecified) | 11.9 | 1.8 | -3.6 | -5.0 | -35.3 | 1.3 | -3.7 | 0.7 | 1.8 | 32.3
Cc1cc(C)n2c(SCc3ccc(C#N)cc3)nnc2n1 | 17.5 | -1.3 | -0.5 | 7.6 | -19.1 | 0.1 | 2.8 | 1.3 | 0.4 | 17.7
CC(=O)Nc1ccc(C(=O)OCC(=O)c2ccc(C)c([N+](=O)[O-])c2)cc1 | 58.3* | -2.1 | 0.0 | 19.6 | -11.8 | 2.7 | 2.0 | -19.7 | 0.9 | 1.7
COC(=O)NNC(=S)Nc1ccc(Br)cc1 | 27.2 | 1.3 | -2.2 | 27.4 | -1.4 | 1.6 | -0.8 | 11.5 | -1.4 | -9.5
Cn1c(=O)c(NCCc2ccccc2)c2c3c(cccc31)C(=O)c1ccccc1-2 | 44.6 | 8.8 | 1.1 | 6.7 | -2.5 | 24.7 | 3.4 | -48.6 | 1.5 | 23.4
COc1ccc(C)cc1S(=O)(=O)N1CCN(c2ccccc2)CC1 | -2.0 | -3.7 | -0.5 | 0.4 | 9.0 | 14.5 | 1.7 | 4.0 | 0.7 | 14.5
CC(C)[C@H](NC(=O)[C@@H]1Cc2ccccc2CN1)C(=O)Nc1ccc2c(c1)OCO2 | -0.7 | 1.4 | 0.8 | 10.7 | -19.8 | / | -4.6 | -3.0 | -1.3 | -36.1
Fc1ccccc1COc1cccc(/C=N/n2cnnc2)c1 | -1.4 | 3.1 | -2.9 | 4.9 | -124.9 | 7.2 | 3.3 | -1.6 | 0.4 | -3.3
C#Cc1ccc2c(c1)COc1c3ccccc3nn1-2 | 61.4* | / | 3.2 | 34.5 | / | 2.3 | / | 10.4 | 4.3 | -88.7
S=c1[nH]nc(Cc2ccc(Cl)cc2)o1 | / | 4.7 | -4.8 | / | -45.8 | -1.4 | -0.7 | -10.7 | -3.3 | 16.1
CCOC(=O)c1sc2nc(CC(=O)OC)nc(N3CCN(c4ccccn4)CC3)c2c1C | 21.2 | -0.4 | -1.8 | 4.1 | -13.1 | / | -3.6 | -4.3 | -4.3 | 26.2
Cc1c(C)c2ccc(OCC(=O)N(C)C)c(C)c2oc1=O | -6.9 | -2.3 | -1.0 | -2.2 | -27.3 | -3.9 | -5.2 | 0.4 | 0.6 | -40.5
CCOc1ccc(S(=O)(=O)N2CCC(C(=O)N3CCc4ccccc4C3)CC2)cc1 | -5.7 | -3.2 | 2.1 | 0.5 | 4.9 | -4.1 | 4.8 | -0.9 | 1.6 | 11.3
COc1ccc(/C=C/C(=O)N2CCN(C)CC2)cc1OC | 18.4 | -3.0 | -1.1 | 6.5 | -13.6 | 3.6 | -8.1 | -1.7 | 4.5 | 3.5
Cn1c(SCC(=O)NNC(=O)Cc2ccccc2)nnc1-c1ccccc1 | -8.1 | 3.9 | -2.8 | -5.8 | -4.0 | -3.9 | 10.5 | -3.3 | -0.1 | 16.8

(further entries)
SMILES | HSF-1 act | HSP90 inh | GSK3 alpha inh | HSF1 inh | KLF5 inhibitor | DYRK1A inh | IEC-6 tox | Platelet DG rel | GSK3B inh | aSyn UTR inh
CC(CCc1ccccc1)NCc1ccc(Cl)cc1Cl (stereo unspecified) | 4.6 | -0.3 | -0.5 | -2.3 | -13.9 | 13.5 | 3.2 | -0.2 | 1.0 | 19.0
COc1ccc(S(=O)(=O)Nc2cccc(F)c2)cc1C | 2.2 | -2.0 | -0.4 | 1.3 | 14.5 | 0.7 | 1.8 | 0.0 | 0.4 | 8.3
CC(NC(=O)c1ccccc1)C(=O)NC1=NCCS1 (stereo unspecified) | 4.4 | -3.2 | -1.4 | -0.5 | -15.2 | -3.9 | -0.7 | -1.5 | 0.5 | 20.4
Cc1nn(-c2ccccc2)c(C)c1NC(=O)COC(=O)c1cc(Br)ccc1O | -21.9 | / | -2.1 | -17.8 | / | 4.7 | / | 0.8 | -0.1 | 6.9
COC(=O)c1ccc2c(=O)n(Cc3ccc(C(=O)NC(C)C)cc3)c(=S)[nH]c2c1 | 0.6 | -2.5 | -9.9 | -0.1 | -37.7 | -1.9 | 0.5 | 3.8 | -1.3 | 2.3
CC(C)(C)c1ccc(CSc2nnc(-c3ccccc3NC(=O)c3ccccc3)o2)cc1 | 25.3 | -3.5 | -1.2 | -1.8 | -7.2 | 2.4 | -2.8 | 2.2 | 2.0 | -10.9
O=C(CN1CCN(c2ccccc2)CC1)Nc1ccccc1Cl | 0.8 | -2.3 | / | 3.1 | -6.3 | 0.8 | 0.5 | 3.1 | 0.9 | -7.0
O=C(NCc1ccncc1)c1cc(C(=O)C2CCCCC2)c[nH]1 | -1.5 | -1.9 | 2.9 | 1.3 | -8.2 | / | 0.9 | 7.2 | 3.2 | 0.4
CN(C(=O)CSc1nnc(C(F)(F)F)n1N)C1CCS(=O)(=O)C1 (stereo unspecified) | -15.1 | 3.5 | 0.4 | -7.6 | -8.0 | -0.2 | 5.5 | -2.6 | -0.2 | 5.4
Cc1ccc(NS(=O)(=O)c2cc(C(=O)NCc3ccccn3)ccc2Cl)cc1C | 12.3 | 2.2 | -2.5 | 0.1 | -21.0 | -5.7 | -0.8 | 2.3 | 0.6 | 31.8
Cc1ccc(Nc2nnc(SCC(=O)Nc3cc(C(=O)O)ccc3C)s2)c(C)c1 | 1.3 | 0.2 | / | -2.3 | -25.4 | 1.7 | 0.8 | -1.5 | -2.0 | -3.2
COC(=O)c1ccc2[nH]c(C)cc(=O)c2c1 | -15.5 | -3.8 | / | -6.2 | -87.0 | 9.6 | 2.5 | 2.2 | -5.6 | -18.8
O=C(C1CCCCC1)N1CCCc2ccccc21 | -1.0 | 6.1 | / | 0.3 | -11.5 | 1.8 | -2.0 | 1.3 | -2.8 | 34.8
CCCn1c(SCC(=O)NNC(=O)c2ccccc2)nnc1-c1cccnc1 | 3.2 | -1.4 | -1.4 | -1.7 | -9.6 | 1.0 | 1.0 | 46.0 | 0.0 | -2.4
Cc1cccc(-c2nc(C#N)c(NCc3ccco3)o2)c1 | / | -4.9 | 3.8 | / | -89.0 | 10.4 | -5.5 | / | 2.9 | /
CC1(C)CC(=O)c2ccc(O)cc2O1 | 9.9 | -0.5 | -1.4 | -2.1 | -22.1 | -1.0 | -1.8 | -0.6 | -0.9 | -30.5
Cc1[nH]nc(Sc2ccccn2)c1[N+](=O)[O-] | 0.0 | -4.5 | / | -6.3 | -7.2 | -2.2 | 0.2 | 12.7 | 2.0 | 1.5
CN(CC(=O)NC1CCCCCC1)S(=O)(=O)c1ccc(F)cc1 | 2.1 | 0.6 | 3.7 | -2.3 | -21.8 | -6.3 | 3.0 | 25.5 | -1.4 | -5.8
O=S(=O)(Nc1cccc(-c2ccc3nncn3n2)c1)c1ccccc1F | 5.4 | / | 8.5 | -2.3 | / | -0.4 | / | -1.9 | 1.4 | 30.4
O=C(c1ccc([N+](=O)[O-])s1)N1CCc2ccccc21 | 20.6 | -1.7 | -1.5 | 10.3 | -46.9 | -7.8 | 0.9 | 0.1 | 2.8 | -30.6
CCOc1ccc(CCNC(=O)COC(=O)c2sccc2C)cc1OCC | -0.8 | / | 0.1 | 0.2 | / | -5.2 | / | 10.7 | -1.6 | 26.8
Nc1nc2c(s1)CC(c1ccccc1)CC2 (stereo unspecified) | 3.1 | 2.3 | 1.0 | -10.0 | -27.5 | 2.0 | 2.4 | -3.2 | 2.4 | -5.9
Cc1ccc(OCC(=O)Nc2ccc(N3CCN(C(=O)c4ccc(C)cc4)CC3)cc2)cc1 | 11.2 | 0.1 | -1.7 | 12.9 | -17.1 | -6.2 | 3.5 | 0.9 | 1.1 | -2.4
CCCS(=O)(=O)N1CCCC(c2nc(-c3ccc(OC)cc3)no2)C1 (stereo unspecified) | 0.0 | 2.4 | -2.1 | -1.2 | -5.5 | 16.1 | -2.8 | -3.5 | 0.0 | -6.2
Cc1c(CNC(=O)c2c([N+](=O)[O-])cnn2C)cnn1C | 29.4 | 0.1 | -0.1 | 9.2 | -42.3 | -4.5 | 3.1 | 6.4 | -2.0 | -15.2
CN(C)S(=O)(=O)c1ccc(N2CCCC2)c(C(=O)N2CCN(S(=O)(=O)c3cccc(F)c3)CC2)c1 | -3.0 | / | -1.1 | -2.2 | / | 6.9 | / | -4.1 | 2.8 | 4.7
Cn1c(=O)n(C)c2cc(/C=C3/SC(=O)N(CC(=O)N4CCOCC4)C3=O)ccc21 | -9.8 | 0.3 | -1.1 | -6.8 | 18.4 | -2.1 | 2.3 | 6.5 | -0.3 | -30.8

A few values from above.
Under aSyn UTR inh, Nc1nc2c(s1)CC(c1ccccc1)CC2 (stereo unspecified) reads -5.9
Under DYRK1A inh, Cc1cccc(-c2nc(C#N)c(NCc3ccco3)o2)c1 reads 10.4
